# Avidin fluor: avidin bead compound fluorescence profile; fluorescence (KMESF) at 10 µM; Avidin beads, compound fluorescence 488/530 nm, flow cytometry; stronger effect = higher value; 220,000 compounds, 0.38% hits; in the data active = fluorescence above about 47; also: inactives centre near 10
# RGS7-Gao: human RGS7-Galphao interaction regulation; P09471; Multiplexed bead flow cytometry, RGS7-Galphao binding; actives lie on both sides; binding response (% of control), % at 10 µM; 220,000 compounds, 0.35% hits; in the data active = binding response below about 49% or above about 150%; inconclusive = no clear call, values can overlap the other calls; inactive = in between;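 also: fluorescent Galphao held in activated GDP-AlF4 state binding bead-coupled RGS7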
# GSH fluor: GSH bead compound fluorescence profile; GSH beads flow cytometry, compound fluorescence 488/530 nm; stronger effect = higher value; fluorescence (KMESF) at 10 µM; 190,000 compounds, 0.25% hits; AID 1776; in the data active = fluorescence above about 89;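 also: glutathione beads carrying GST-tagged Bcl family fusion proteins plus one bare bead set; values are compound well signal with DMSO vehicle wells as background; inactives centre near 16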
# RGS4-Gao reg: human RGS4-Galphao interaction regulation; P09471; Multiplexed bead flow cytometry, RGS4-Galphao binding; actives lie on both sides; binding response (% of control), % at 10 µM; 220,000 compounds, 0.33% hits; AID 1415; in the data active = binding response below about 49% or above about 150%; inactive = in between;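 also: fluorescent Galphao activated with aluminum fluoride binding bead-coupled RGS4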
# ABCG2 inh: blocks JC-1 efflux by human ABCG2 transporter. Q9UNQ0. IgMXP3 cells, flow cytometry. 190,000 compounds, 0.1% hits. inhibition, % at 6.6 µM;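 active = inhibition above 80%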;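 also: 0% = DMSO and 100% = nicardipine control wells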
#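 Read-out basis: Efflux inhibition in percent versus controls | Test system: ABCG2 IgMXP3 and barcoded ABCB1 CCRF-Adr cell mix | Quantity: 3 million cells/mL in well | Schedule: 10 min at 25 °C | Control set: Nicardipine as high control, DMSO as low control | Reagent: JC-1 as fluorescent efflux pump substrate | Signal: Flow cytometry of retained JC-1 fluorescence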
# ABCB1 inh: blocks JC-1 efflux by human ABCB1 transporter | P08183 | AID 1326 | inhibition, % at 6.6 µM | 190,000 compounds, 0.067% hits | CCRF-Adr cells, flow cytometry; in the data active = inhibition above about 40%;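 also: 0% = vehicle and 100% = reference inhibitor; higher value means more JC-1 retained so stronger ABCB1 efflux block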
# Target sequence (P08183 whole entry, looked up): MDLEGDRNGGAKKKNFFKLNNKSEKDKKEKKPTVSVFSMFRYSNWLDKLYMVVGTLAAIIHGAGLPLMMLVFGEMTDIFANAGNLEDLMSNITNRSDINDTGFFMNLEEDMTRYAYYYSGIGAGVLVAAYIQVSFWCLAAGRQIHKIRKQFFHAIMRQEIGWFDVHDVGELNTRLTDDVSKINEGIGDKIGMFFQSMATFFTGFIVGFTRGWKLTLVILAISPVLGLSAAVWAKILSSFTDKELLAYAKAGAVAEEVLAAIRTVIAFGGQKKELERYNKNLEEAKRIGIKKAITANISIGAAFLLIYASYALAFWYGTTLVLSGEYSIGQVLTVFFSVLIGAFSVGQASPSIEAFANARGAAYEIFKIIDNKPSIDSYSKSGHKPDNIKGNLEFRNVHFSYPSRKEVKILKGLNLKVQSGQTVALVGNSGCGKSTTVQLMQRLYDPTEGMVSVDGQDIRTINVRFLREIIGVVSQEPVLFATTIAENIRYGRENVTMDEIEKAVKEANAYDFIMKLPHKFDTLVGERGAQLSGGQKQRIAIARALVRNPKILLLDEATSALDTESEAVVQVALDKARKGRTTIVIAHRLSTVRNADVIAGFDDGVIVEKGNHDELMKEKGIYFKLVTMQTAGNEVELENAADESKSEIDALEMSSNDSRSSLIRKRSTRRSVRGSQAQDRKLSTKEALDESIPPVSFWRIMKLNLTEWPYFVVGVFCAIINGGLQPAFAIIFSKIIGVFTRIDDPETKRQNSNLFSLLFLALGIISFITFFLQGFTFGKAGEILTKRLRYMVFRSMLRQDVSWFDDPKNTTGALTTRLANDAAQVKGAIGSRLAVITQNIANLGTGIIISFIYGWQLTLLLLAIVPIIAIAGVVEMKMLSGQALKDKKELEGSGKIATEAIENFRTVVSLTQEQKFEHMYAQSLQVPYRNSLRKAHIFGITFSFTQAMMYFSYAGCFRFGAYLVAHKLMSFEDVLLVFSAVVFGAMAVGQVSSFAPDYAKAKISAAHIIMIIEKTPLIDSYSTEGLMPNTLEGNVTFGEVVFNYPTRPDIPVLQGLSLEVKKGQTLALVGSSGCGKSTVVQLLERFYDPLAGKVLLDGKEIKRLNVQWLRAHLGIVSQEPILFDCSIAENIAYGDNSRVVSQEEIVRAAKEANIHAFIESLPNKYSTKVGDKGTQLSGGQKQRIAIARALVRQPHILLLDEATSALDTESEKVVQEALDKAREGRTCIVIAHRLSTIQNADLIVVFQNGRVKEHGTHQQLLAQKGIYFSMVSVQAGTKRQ
# Mcl1-Bid inh: disrupts binding of human Mcl-1 to Bid peptide. 220,000 compounds, 0.97% hits. TR-FRET Mcl-1/Bid-Dy647 peptide binding, 1536-well. Q07820. AID 1021. inhibition, % at 21.7 µM;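 active = compounds that cut the binding signal by more than half at the single screening dose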;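 also: His-tagged Mcl-1 with europium anti-His antibody binding Bid BH3 peptide; 0% = Mcl-1 plus peptide wells and 100% = peptide-only wells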
# Mcl-1 Bim block: inhibitors of Bim-Mcl-1 interaction, human; Q07820; Bead-based flow cytometry, Bim peptide-Mcl-1 binding; AID 1009; inhibition, % at 10 µM; 190,000 compounds, 0.1% hits; in the data active = inhibition above about 40%;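 also: 0% = no compound tracer wells and 100% = peptide blocker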
# Pf gametocyte: inhibitors of late stage P. falciparum gametocyte viability | inhibition, % at 10.9 µM | AID 743093 | P. falciparum stage V gametocytes, ATP luminescence, 24 h | 150,000 compounds, 0.065% hits;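 active = inhibition above the mean plus 3 SD of compounds within the control limits, set per campaign, cut at about 38% in these data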;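 also: 0% = DMSO wells and 100% = medium only without gametocytes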
# RGS8-Gao: human RGS8-Galphao interaction regulation; multiplexed bead flow cytometry, RGS8-Galphao binding; actives lie on both sides; response (percent of control binding), % at 10 µM; 220,000 compounds, 0.34% hits; AID 1423; in the data active = response below about 60% or above about 140%; inactive = in between;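 also: Galphao activated as the GDP aluminium fluoride complex binding bead-coupled RGS8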
# Mcl1 Noxa PPI: disrupts binding of human Mcl-1 to Noxa peptide | TR-FRET Mcl-1/Noxa peptide binding, 2 h | inhibition, % at 21.7 µM | 220,000 compounds, 1.5% hits | Q07820;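 active = compounds that cut the protein-peptide binding signal by more than 50% relative to plate controls in a single-dose test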;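 also: His-tagged Mcl-1 with rhodamine Noxa BH3 peptide and terbium anti-His antibody; 0% = Mcl-1 plus Noxa peptide wells and 100% = peptide-only wells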
# * hit, by the source's call; ? = inconclusive; . = not tested or not shown.
SMILES,Avidin fluor,RGS7-Gao,GSH fluor,RGS4-Gao reg,ABCG2 inh,ABCB1 inh,Mcl1-Bid inh,Mcl-1 Bim block,Pf gametocyte,RGS8-Gao,Mcl1 Noxa PPI
COc1cc([N+](=O)[O-])ccc1Nc1nc(C)cc(C)n1,11,100,10,101,38,1.5,-6,-2,-24,101,4
CCOC(=O)COc1ccc(S(=O)(=O)N2CCN(c3ccc(F)cc3)CC2)cc1,19,113,11,126,3,0.9,-12,0,.,115,13
C/C(CC(=O)Nc1ccccn1)=N\NC(=O)c1cnccn1,10,?,.,98,.,.,-25,.,-20,101,-21
COc1ccc(CNC(=O)Cn2c(=O)oc3ccccc32)cc1OC,4,101,17,102,0,1.1,-48,-2,.,100,2
CCCCC(CCC(=O)Nc1ccn(-c2ccccc2)n1)C(=O)O (centres undefined),6,?,.,105,.,.,-8,.,6,104,4
Cc1cccc(N(CC(=O)N2CCN(C)CC2)S(=O)(=O)c2ccccc2)c1,22,103,12,102,2,0.7,-10,-2,4,100,-1
Cc1cccc(C(=O)N2c3ccccc3C(=O)OC2c2ccc3c(c2)OCO3)c1 (centres undefined),13,89,13,93,1,0.6,-22,1,14,95,-4
COc1cc(C2NC(=S)NC(C)=C2C(=O)OC(C)C)ccc1OC(C)C (centres undefined),6,99,16,100,6,0.2,-37,0,1,101,-3
O=C(Cc1ccccc1)NNC1CC(=O)N(c2ccc(Oc3ccccc3)cc2)C1=O (centres undefined),3,?,.,84,.,.,-11,.,-3,92,3
Cc1ccc(NC(=S)N2CCCC(c3ccccc3)=N2)cc1,5,?,.,99,.,.,-31,.,5,98,-13
CCN1CCCC1CNC(=O)c1ccc(Sc2ccc(F)cc2)c([N+](=O)[O-])c1 (centres undefined),10,108,14,109,5,0.8,1,-1,-8,108,15
c1csc(CNc2nc(-c3cccs3)nc3ccccc23)c1,10,93,17,102,19,0.9,9,0,-18,104,1
Cc1ccc(S(=O)(=O)c2nc(-c3ccc(F)cc3)oc2SCC(=O)NCC2CCCO2)cc1 (centres undefined),29,105,16,107,3,0.4,-1,1,.,116,-37
Cc1cc(C)c2c(=O)cc(C(F)F)oc2c1,9,104,11,104,-3,-8.2,6,0,6,105,20
Cc1cc(C(=O)O)c(CSCc2cc(C(=O)O)oc2C)o1,13,97,14,103,-1,-0.1,-76,0,-18,105,14
COc1cc2c(cc1OC)CN(c1nc(CN3CCCCC3)nc3sc4c(c13)CCCC4)CC2,17,111,8,109,13,20,-18,-6,-26,104,13
CCCOc1ccc(N2C(=O)CC(N(C(=O)c3ccco3)c3ccc(OCCC)cc3)C2=O)cc1 (centres undefined),.,118,43,92,8,1.0,-8,-2,8,110,-9
CN1C(=S)SC(/[N+]([O-])=C\c2ccccc2)C1(C)C (centres undefined),6,96,48,106,2,0.2,-15,-1,.,99,12
CCOC(=O)Cc1nnc(NC(=O)CSc2ccccc2)s1,11,90,25,90,3,0.4,-15,-2,10,95,22
C=COCCn1c(=N)n(CCC)c2ccccc21,32,96,27,99,7,1.4,-27,-3,4,101,20
CC(=O)NCCNC(=O)c1oc2ccccc2c1CSc1ncn[nH]1,24,105,10,103,0,0.0,-14,0,12,107,-7
CCOC(=O)COc1cc(=O)n(CC)c2ccccc12,17,70,22,72,8,-0.4,-18,0,.,69,1
CCCOc1ccc(N2C(=O)CC(SC(=NCC)NCC)C2=O)cc1 (centres undefined),4,104,5,104,11,1.1,-27,-1,.,95,22
CCOC(=O)CSc1nnc(CNC(=O)c2ccc(OC)cc2)n1Cc1ccccc1,9,100,5,103,4,0.9,11,3,.,103,12

# Ordered by value in RGS7-Gao (high to low): three of the compounds above.
Structure,Avidin fluor,RGS7-Gao,GSH fluor,RGS4-Gao reg,ABCG2 inh,ABCB1 inh,Mcl1-Bid inh,Mcl-1 Bim block,RGS8-Gao,Mcl1 Noxa PPI
COc1ccc(CNC(=O)Cn2c(=O)oc3ccccc32)cc1OC,4,101,17,102,0,1.1,-48,-2,100,2
COc1cc(C2NC(=S)NC(C)=C2C(=O)OC(C)C)ccc1OC(C)C (centres undefined),6,99,16,100,6,0.2,-37,0,101,-3
Cc1cccc(C(=O)N2c3ccccc3C(=O)OC2c2ccc3c(c2)OCO3)c1 (centres undefined),13,89,13,93,1,0.6,-22,1,95,-4

# (next part)
SMILES,Avidin fluor,RGS7-Gao,GSH fluor,RGS4-Gao reg,ABCG2 inh,ABCB1 inh,Mcl1-Bid inh,Mcl-1 Bim block,Pf gametocyte,RGS8-Gao,Mcl1 Noxa PPI
Oc1c(Cl)cccc1C=Nc1cc(C(F)(F)F)ccc1N1CCCC1,11,108,22,103,14,0.7,-16,-4,.,98,5
O=C(Nc1ccccc1)Nc1ccccc1C(=O)NCc1ccco1,16,92,34,98,6,0.8,-18,-3,.,98,6
COc1cccc(C2N(c3ccc(Cl)cc3)C(=O)C3CCCN32)c1 (centres undefined),18,109,14,102,1,0.1,1,-7,.,96,10
O=c1[nH]c2ccccc2c(O)c1-c1cc2ccccc2oc1=O,11,95,23,96,3,0.5,-1,9,.,99,1
O=C(O)CCC(=O)NC1CCCCCCC1,13,100,11,103,2,0.1,-26,0,13,102,8
Cc1cc(-c2n[nH]c(=S)n2/N=C/C(Br)=C/c2ccccc2)n[nH]1,14,100,9,96,-10,-1.3,-70,-7,-11,96,60*
C(=N\Nc1nc2ccccc2[nH]1)/c1ccc2c(c1)OCO2,9,108,22,100,11,0.6,-17,5,2,100,13
Cn1c(=O)c2c(nc(N/N=C/c3cccs3)n2C)n(C)c1=O,6,?,.,101,.,.,-22,.,-1,100,15
CCn1c2ccccc2c2cc(NC(=O)CN(C)CC(=O)Nc3ccc(N4CCOCC4)cc3)ccc21,10,96,23,102,0,-0.2,-19,1,15,104,-5
Cc1csc(SCC(=O)c2ccc(S(=O)(=O)N3CCOCC3)cc2)n1,7,100,5,97,0,-0.1,-43,-2,-4,99,8
Cc1noc(NS(=O)(=O)c2ccc(NC(=O)CSc3nc4ccccc4[nH]3)cc2)c1C,21,105,27,100,-1,0.5,12,0,9,103,7
CC(CO)Nc1nc(SCc2ccccc2)nc2sc3c(c12)CCC3 (centres undefined),18,96,9,94,2,0.2,-14,-3,-2,100,24
C#CCNC(=O)C1=C[C@@H](c2ccc(C(F)(F)F)cc2)[C@H](CCCO)[C@@H](OCC)O1,6,101,17,101,2,0.1,-1,0,.,100,-10
COc1cc([C@H](Cc2ccccc2)NC(C)=O)oc(=O)c1,5,95,18,93,-1,0.1,-15,-6,.,95,21
CC(=O)N(C)c1ccc(OCC(O)COc2ccc(N(C)C(C)=O)cc2)cc1,15,106,16,100,1,0.2,-4,0,-3,107,10
COc1ccc(CCNC(=O)CS(=O)Cc2nc(-c3cccs3)oc2C)cc1OC (centres undefined),13,101,17,103,2,0.5,-16,0,.,91,19
CC(C)CC(NC(=O)c1ccc(Cl)cc1)C(=O)OCc1cc([N+](=O)[O-])cc2c1OCOC2 (centres undefined),10,102,11,101,66,12,-2,-4,8,100,9
CCCCOc1ccc(Cc2cnc(N)nc2N)cc1,6,?,.,100,.,.,-11,.,-9,99,-12
Cc1ccc2cc(CCNC(=O)C3CCCC3)c(=O)[nH]c2c1,7,104,20,101,1,-0.2,-4,0,.,103,8
Cc1cc(=O)[nH]c(SC/C=C/c2ccccc2)n1,13,95,32,97,2,0.4,-21,2,-6,100,2
Cc1cc(C)c2[nH]c(=O)c(CN(CC3CCCO3)S(=O)(=O)c3ccc4c(c3)OCCO4)cc2c1 (centres undefined),15,104,9,95,5,2.5,1,-3,7,103,-9
CN1CCN(Cc2nc3c(c(=O)n(C)c(=O)n3C)n2CCCc2ccccc2)CC1,11,100,28,102,-2,0.0,-23,-5,.,103,-1
CCN(C(=O)COc1ncnc2scc(-c3ccc(F)cc3)c12)C1CCS(=O)(=O)C1 (centres undefined),13,100,40,102,5,2.1,-14,-4,.,102,6
CCOC(=O)c1cnc2c(OC)cccc2c1Nc1ccc2c(c1)OCCO2,3,101,6,102,-1,3.4,10,2,6,103,14
O=C(Nc1cccnc1)c1cc([N+](=O)[O-])ccc1Cl,11,?,.,119,.,.,-12,.,-6,103,-3
Cc1ccc(-c2nc(SCC(=O)c3c(N)n(C)c(=O)n(C)c3=O)n[nH]2)cc1,10,101,18,101,-2,-0.7,-18,-2,.,105,0
COc1ccccc1NC(=S)NCc1cccs1,2,101,7,101,1,0.2,-14,-2,-2,103,8
Cc1ccccc1N1CCN(Cc2nc(Cc3ccccc3F)no2)CC1,5,?,.,102,.,.,4,.,14,103,10
COc1ccc2oc(=O)c(C(=O)Nc3cccc(C)c3)cc2c1,10,93,10,98,2,0.6,-44,-2,-3,98,-10
Cc1ccc(S(=O)(=O)NNC(=O)c2sc(=S)n(C)c2C)cc1,8,96,19,98,-2,-0.6,-38,-6,26,94,-2
CNC(=S)NNC(=O)c1cccn(Cc2ccc(Cl)cc2Cl)c1=O,24,110,20,100,9,2.3,-25,-6,-1,94,-2
Cn1nnnc1SCC(=O)NNC(=O)c1ccc(Br)cc1,24,101,11,101,0,-0.1,-11,3,-22,106,-2
O=C1c2cccc(O)c2C(=O)c2c(O)cccc21,6,100,17,100,4,0.6,8,-1,.,100,9
O=C(Nc1ccc(Cl)c(Cl)c1)N(CCCN1CCOCC1)Cc1cccs1,6,101,20,106,0,0.1,-13,-3,.,100,22
Cc1ccc(C(=O)NCC(=O)Nc2ccc(C)c(S(=O)(=O)Nc3ccc(Cl)cc3)c2)s1,7,96,8,98,-3,-0.9,-6,0,-1,98,8
CC(C)CN1C(=O)C(=O)N(CC(=O)NCc2ccc3c(c2)OCO3)C1=O,9,93,43,96,1,0.2,-50,-41,.,96,-2
COc1ccc(C(=O)Nc2nc(C)cs2)cc1S(=O)(=O)N1CCCC1,11,101,13,104,26,2.3,-22,2,14,103,14
CCOc1ccc(NC(=O)c2ccc(NC(=S)NC3CC3)cc2)cc1,9,99,17,102,3,5.1,-51,-2,-16,102,22
COC(=O)c1ccc(N2CCS(=O)(=O)CC2)cc1,12,102,13,103,0,-0.2,-11,2,-2,101,14
O=C(Cn1nc(C(F)(F)F)c2c1CCCC2)NC1CCCC1,5,100,24,102,1,0.1,1,0,-45,103,17
Cc1ccccc1CSc1nnc(-c2cccnc2)n1N,5,91,19,68,2,0.4,10,-1,5,87,14
CCCc1[nH]nc2c1C(c1c(C)nn(-c3ccccc3)c1Cl)C(C#N)=C(N)O2 (centres undefined),28,96,16,97,5,2.7,-14,-2,.,100,-5
C#CCOC(=O)C[N+](C)(C)CC=C,6,?,.,101,.,.,6,.,22,102,9
NC(=O)C1CCN(C(=O)/C=C/c2cccc(Br)c2)CC1,6,?,.,104,.,.,4,.,-4,105,0
CCCCCOc1ccc(/C=C/C(=O)NCCc2nc3ccccc3[nH]2)cc1OC,9,97,15,98,13,0.5,-21,-4,-4,101,11
NC1=NC[C@@H](Cc2ccc(O)cc2)N1CCc1cccc2ccccc12,16,?,.,105,.,.,-66,.,.,102,-2

# From PubChem
